Source: PubChem (several laboratories)
SR-BI HDL uptake = inhibitors of SR-BI mediated HDL lipid uptake, primary screen, ldlA[mSR-BI] cells, fluorescence, single point. Scavenger receptor class B member 1 (Mus musculus), Q61009. ldlA[mSR-BI] CHO cells, DiI-HDL uptake fluorescence, 3 h. inhibition, % at 12.5 µM. 320,000 compounds, 0.96% hits. AID 488896, 2010;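 active = mean replicate inhibition of at least 70% and a set share of replicates each scoring 70 or more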;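 also: 0% = median of neutral control wells and 100% = median of positive control wells; values of inactives mirror those of a sister screen read the other way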
Target sequence (Q61009 whole entry, looked up): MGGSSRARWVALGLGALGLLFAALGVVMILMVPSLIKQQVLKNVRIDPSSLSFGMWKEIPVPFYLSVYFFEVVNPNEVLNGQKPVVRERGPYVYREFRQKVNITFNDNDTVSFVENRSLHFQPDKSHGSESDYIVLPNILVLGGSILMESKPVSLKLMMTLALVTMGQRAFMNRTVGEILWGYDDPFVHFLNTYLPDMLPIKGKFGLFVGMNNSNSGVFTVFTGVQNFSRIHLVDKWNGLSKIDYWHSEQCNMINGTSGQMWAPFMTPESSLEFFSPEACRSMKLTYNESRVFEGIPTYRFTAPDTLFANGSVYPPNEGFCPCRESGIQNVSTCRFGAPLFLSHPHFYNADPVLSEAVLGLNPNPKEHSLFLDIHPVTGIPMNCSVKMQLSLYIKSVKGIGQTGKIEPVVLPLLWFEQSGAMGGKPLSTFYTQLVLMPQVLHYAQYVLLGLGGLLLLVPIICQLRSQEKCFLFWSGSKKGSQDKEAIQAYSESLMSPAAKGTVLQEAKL
MITF act = activators of MITF-driven TRPM1 promoter reporter, primary screen, cell-based, SK-MEL-5, luciferase, single point. activation, % at 12.5 µM. 300,000 compounds, 0.75% hits. SK-MEL-5 TRPM1-promoter luciferase, 24 h; % of positive control, neutral wells = 0. AID 588334, 2011;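 active = mean activation of at least 80% with every replicate also reaching 80%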;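 also: 0% = neutral control wells and 100% = parthenolide positive control wells; values of inactives mirror those of a sister screen read the other way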
NSD2 inh = NSD2 histone methyltransferase inhibitors, primary screen, biochemical, AlphaScreen, single concentration, set 2 | Histone-lysine N-methyltransferase NSD2 (Homo sapiens), O96028 | inhibition, % at 12.5 µM | 310,000 compounds, 0.54% hits | AID 743445, 2014 | NSD2 peptide methylation, 120 min; in the data active = inhibition above about 50%
HTR5A ag ctr = HTR5A agonists in luminescence cell assay, primary screen, counter-screen for OPRM1-OPRD1 heterodimer agonist project, full-deck HTS. 5-hydroxytryptamine receptor 5A (Homo sapiens), P47898. cell-based. activation, % at 9.3 µM. 340,000 compounds, 0.61% hits. AID 504692, 2011; in the data active = activation mostly above about 9.5%, no sharp cut-off; inactive = mostly below about 7.6%;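 also: 0% = cells with vehicle only and 100% = reference agonist; strong numbers were not always called active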
Wnt bcat act = Wnt/beta-catenin pathway activators, primary screen, cell-based, plate reader, single point | Wnt/beta-catenin reporter cell assay, activator | activation, % at 9.35 µM | 300,000 compounds, 1.2% hits; in the data active = activation above about 30%, passing the limit was not always enough;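 also: 0% = neutral control wells and 100% = positive control wells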
dFosB act = activators of delta FosB homodimer, primary screen, biochemical, fluorescence polarization, TAMRA-CDK5 oligo, single point. activation, % at 25 µM. purified delta FosB; percent of positive-control signal above neutral wells. Protein FosB (Mus musculus), P13346. AID 493131, 2011. 340,000 compounds, 0.99% hits;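 active = mean activation above about 17%, with every replicate also reaching it, limit read from the data, passing the limit was not always enough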;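 also: fluorescence polarization rise as delta FosB binds a TAMRA Cdk5 AP-1 oligo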
Target sequence (P13346 whole entry, looked up): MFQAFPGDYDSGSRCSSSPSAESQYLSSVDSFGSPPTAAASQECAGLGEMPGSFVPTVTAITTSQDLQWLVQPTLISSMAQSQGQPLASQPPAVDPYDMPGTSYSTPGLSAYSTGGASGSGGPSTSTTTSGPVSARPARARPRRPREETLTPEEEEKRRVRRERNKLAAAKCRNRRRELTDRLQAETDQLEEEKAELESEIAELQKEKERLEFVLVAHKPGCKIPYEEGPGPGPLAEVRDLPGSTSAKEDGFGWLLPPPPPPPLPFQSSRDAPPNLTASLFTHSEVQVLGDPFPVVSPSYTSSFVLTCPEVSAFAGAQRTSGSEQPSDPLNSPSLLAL
HTR5A inv ag = HTR5A inverse agonists in luminescence cell assay, primary screen, counter-screen for OPRM1-OPRD1 heterodimer inverse agonist project, full-deck HTS. 5-hydroxytryptamine receptor 5A (Homo sapiens), P47898. HTR5A cell line, inverse agonism. inhibition, % at 9.3 µM. 340,000 compounds, 0.083% hits. AID 504634, 2011; in the data active = inhibition mostly above about 23%, no sharp cut-off; inactive = mostly below about 18%;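 also: 0% = cells with DMSO and 100% = no-cell wells with DMSO; some compounds called inactive have numbers as strong as hits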
PvdQ acylase = P. aeruginosa PvdQ acylase inhibitors, primary screen, biochemical, fluorescence, plate reader and imaging, single point; inhibition, % at 10 µM; purified PvdQ acylase; AID 488965, 2010; 340,000 compounds, 0.063% hits; PvdQ acylase [Pseudomonas aeruginosa LESB58]; in the data active = inhibition above about 30%, passing the limit was not always enough;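 also: 0% = vehicle neutral wells and 100% = reference inhibitor wells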
V-ATPase pH = regulators of yeast V-ATPase proton pumping, primary screen, pHLuorin cytosolic pH fluorescence; S. cerevisiae; response, % at 10 µM; AID 504577, 2011; 350,000 compounds, 0.37% hits; in the data active = response mostly above about 7.3%, no sharp cut-off; inactive = mostly below about 5.4%; also: actives read high; inactives centre near 0; some compounds called inactive have numbers as strong as hits; reference of the scale not given here
CDK5 p35 inh = inhibitors of human CDK5/p35 kinase, primary screen, biochemical, single concentration; inhibition, % at 10 µM; Recombinant CDK5/p35, ADP-Glo luminescence, 60 min; AID 488839, 2010; 330,000 compounds, 0.01% hits;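 active = highest replicate inhibition of at least 50% and at least 75% of replicates reaching 50%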;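 also: plate controls were DMSO neutral control for no effect and GW8510 at 10 µM for full effect; many of its hits are not listed in these tables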
* hit, by the source's call; . = no result given. Not a hit list; overall some 5% were active at least once.

SMILES | SR-BI HDL uptake | MITF act | NSD2 inh | HTR5A ag ctr | Wnt bcat act | dFosB act | HTR5A inv ag | PvdQ acylase | V-ATPase pH | CDK5 p35 inh
Cc1ccsc1CN(C)C(=O)CN1C(=O)NC2(CCCc3ccccc32)C1=O (stereo not drawn) | 44 | -15 | 0 | -2 | 0 | -10 | 8 | -4 | -6 | 0.0
Cc1cccc(-n2c(C)cc(C)c(C#N)c2=O)c1 | -4 | 8 | -1 | 2 | -1 | 1 | 21 | -16 | -1 | -3.1
O=C(COC(=O)c1cc(-c2cccs2)nn1-c1ccccc1)Nc1ccc(F)c([N+](=O)[O-])c1 | 27 | -5 | 4 | -2 | . | -6 | -4 | 4 | -5 | 1.0
CC(C)N(Cc1nc(COc2ccccc2)no1)Cc1nccn1C | . | -2 | . | 1 | 6 | -1 | 17 | 4 | -2 | -0.7
Cc1cccc(-c2nnc(NC(=O)c3ccco3)s2)c1 | -13 | 27 | -1 | 0 | 0 | -9 | -3 | 7 | 5 | 0.7
Cc1cc(NC(=O)CSc2nc3cc(Cl)ccc3c(=O)n2C(C)C)no1 | 11 | -2 | 0 | 1 | -1 | -5 | -3 | 3 | 2 | -0.8
COc1ccccc1OCCn1c(CO)nc2ccccc21 | -6 | -4 | 27 | -1 | 8 | 1 | 18 | -15 | 3 | -1.2
COc1ccccc1C(=O)Nc1ccnn1C1CCN(Cc2csc(C(C)=O)c2)CC1 | 5 | -5 | 0 | -1 | -1 | -6 | 12 | 2 | -2 | 0.2
COc1cc(NC(=S)NC(=O)CC(C)C)ccc1NC(=O)c1cc2ccccc2o1 | 25 | -1 | -1 | 1 | -4 | 4 | 2 | -4 | -3 | 0.5
CCOC(=O)c1ccc(N2C(=O)C(C)=C(C)C2=O)cc1 | 23 | -15 | -3 | -9 | . | -8 | 22 | 38* | -2 | -0.7
CCNC(=O)CSc1nc2ccccc2c(=O)n1-c1cc(OC)ccc1OC | 13 | -1 | -1 | -1 | . | -11 | 9 | -6 | -1 | -1.1
CCOc1ccccc1NC(=S)NCCCn1ccnc1 | -29 | -16 | 4 | 2 | -1 | 1 | -7 | -15 | 1 | -0.5
CNS(=O)(=O)c1cccc(C(=O)OCC(=O)c2ccc(S(=O)(=O)N3CCCCC3)cc2)c1 | -11 | 6 | 0 | -5 | -2 | -12 | 13 | 2 | -1 | 1.1
C/C(Cn1nnc2ccccc21)=N\OC(=O)c1cc(F)c(F)cc1Cl | -2 | 12 | 10 | -2 | -4 | -7 | 6 | -3 | 1 | -2.8
COc1ccccc1NC(=S)N(Cc1ccc(C(=O)O)cc1)Cc1ccc(OC)c(OC)c1 | -14 | -3 | 0 | -1 | -1 | 3 | 3 | -12 | 0 | -2.5
CC(=O)/C(=N\Nc1ccc(Cl)cc1Cl)Sc1nnc(-c2ccccc2)n1-c1ccccc1 | -22 | 2 | 1 | -1 | . | -7 | 16 | -14 | 0 | .
COc1ccc(/C=C2/SC(=S)N(CCCC(=O)Nc3ccc(O)cc3)C2=O)cc1 | -6 | -19 | 0 | -3 | 22 | -4 | 6 | -2 | 4 | -0.9
CC(OC(=O)C1=NN(c2ccccc2)C(=O)CC1)C(=O)NC1CCCCC1C (stereo not drawn) | -7 | 4 | -1 | 2 | -2 | 1 | -7 | -4 | 4 | -0.4
O=C(Cc1ccccc1)c1c[nH]c(C(=O)C(Cl)(Cl)Cl)c1 | -4 | -24 | -1 | 5 | 4 | -2 | -17 | -12 | 1 | 0.4
CCc1ccccc1OCC(=O)Nc1ccc2c(c1)OCCO2 | . | 90* | -2 | 5 | 2 | -9 | -2 | -4 | -1 | -3.1
COc1ccccc1-c1sc2cc3c(cc2c1C#Cc1cncn1C)OCO3 | 43 | 3 | . | 0 | 1 | -4 | -1 | 5 | -1 | 2.3
Cc1nc2ccccn2c1C(=O)NNS(=O)(=O)c1ccc(C(C)(C)C)cc1 | -21 | -21 | -2 | -1 | -5 | -5 | 4 | -1 | 3 | -0.1
O=C(CSc1nn(-c2ccccc2)c(=S)s1)Nc1ncccn1 | -21 | 5 | -3 | 3 | -1 | -2 | -8 | 1 | 2 | 0.1
O=C(NCC1CCCO1)C(c1ccncc1)N(Cc1ccc(F)cc1)C(=O)CN1C(=O)c2ccccc2S1(=O)=O (stereo not drawn) | -18 | -11 | -1 | 3 | . | -5 | 8 | 9 | -1 | .
O=C(NCCC(=O)N1CCN(c2ccccn2)CC1)c1ccc(Cl)cc1 | 15 | . | 0 | 0 | 2 | -6 | -1 | -7 | 6 | 3.4
Next records:
SMILES | SR-BI HDL uptake | MITF act | NSD2 inh | HTR5A ag ctr | Wnt bcat act | dFosB act | HTR5A inv ag | PvdQ acylase | V-ATPase pH | CDK5 p35 inh
O=C(c1cccc([N+](=O)[O-])c1)c1ccc2c(c1)OCCOCCOCCO2 | 9 | . | -1 | . | 0 | -1 | . | 6 | -2 | 0.4
CCO[C@H]1OC(C(=O)N2CCOCC2)=C[C@@H](C)[C@@H]1CCCO | -12 | -2 | . | -1 | 1 | 7 | 9 | 4 | 1 | -0.1
O=C(O)c1ccc2c(=O)n3c(nc2c1)/C(=C/c1cccc(O)c1)CC3 | -4 | 2 | -5 | -1 | -5 | -18 | 3 | -4 | -3 | 0.3
Nc1nnc(SCC(=O)Nc2ccc3nc(SCC(=O)Nc4ccccc4)sc3c2)s1 | 25 | -5 | 0 | 1 | . | -14 | -5 | -8 | -1 | 0.4
COc1ccc(S(=O)(=O)N(C)CC(=O)NC2CCCCC2)cc1OC | -3 | -4 | 0 | 2 | . | 0 | 6 | 1 | 3 | -0.5
Fc1ccccc1CN1CCC(Cc2ccccc2)CC1 | -19 | 1 | -1 | 2 | -1 | -2 | -3 | 13 | 3 | 0.5
COC(=O)c1c(NC(=O)CSc2ncnc3c2cnn3-c2ccccc2Cl)sc2c1CCCC2 | 11 | -1 | -1 | -4 | -8 | -13 | -8 | -18 | -6 | -0.2
C=CCn1c(SC(C)C(=O)NCC2CCCO2)nnc1-c1ccc(OC)cc1 (stereo not drawn) | 17 | 3 | 3 | 2 | -1 | 2 | -13 | -16 | 4 | -2.1
Cc1ccc(NC(=O)C(c2ccc(Cl)cc2Cl)N2CCCC2)cc1 (stereo not drawn) | 15 | 2 | -3 | 7 | -3 | -4 | 10 | -12 | 2 | 2.3
Nc1nc(NCc2ccccc2)nc(-c2ccccc2)n1 | 1 | 1 | -3 | -8 | 0 | -12 | 20 | -8 | 4 | -1.6
CC(C(=O)c1c[nH]c(C(=O)N=CN(C)C)c1)c1ncc(C(F)(F)F)cc1Cl (stereo not drawn) | -7 | -3 | -3 | 0 | -7 | 2 | -14 | 1 | -1 | 1.1
COc1ccc(C(=O)C(C)Sc2nnc(C3CC3)n2C2CC2)cc1 (stereo not drawn) | -17 | 16 | 0 | -3 | 2 | -12 | -7 | -9 | 2 | 2.1
O=C(NNC(=O)C(Cl)Cl)c1cnn(-c2ccccc2)c1C(F)(F)F | 13 | -26 | 0 | 0 | 3 | -1 | 5 | -12 | 0 | 1.4
CCOc1ccc(CO/N=C/c2c(C)[nH]c(=O)[nH]c2=O)cc1 | 0 | 2 | 2 | -4 | -1 | -4 | 9 | 2 | 5 | -0.3
Cc1ccc(S(=O)(=O)N2CCOCC2)cc1C(=O)Nc1nc(-c2ccccn2)cs1 | 50 | -35 | 8 | -1 | -9 | -22 | 5 | -20 | 1 | 1.0
O=C(CSc1nnc(CNC(=O)c2cccs2)o1)Nc1ccc(Cl)cc1 | -1 | 4 | -8 | -1 | -1 | -3 | -12 | -8 | -1 | 0.1
COc1ccc(CCCC(=O)N/N=C/c2ccc(C)cc2)cc1 | -13 | 3 | 4 | 0 | 0 | -9 | 0 | -12 | -1 | -1.3
COc1ccc(C(=O)C(CN2CCCC2)c2ccccc2)cc1 (stereo not drawn) | -12 | -63 | 9 | -2 | . | -8 | 3 | -13 | -3 | -0.8
CCN(CC)C(=O)CSc1ncnc2sc(C)c(C)c12 | -3 | -5 | -4 | 4 | -1 | -13 | -9 | 0 | -1 | 0.4
O=c1c2[nH]cnc2n(-c2cccc(F)c2)c(=O)n1Cc1ccccc1 | . | 0 | -1 | -2 | 0 | -3 | 7 | -10 | 3 | 2.4
O=C(CSc1nnc(Cc2cccs2)n1C1CC1)NC1CCS(=O)(=O)C1 (stereo not drawn) | -2 | . | -3 | 7 | 6 | -8 | -18 | 13 | -1 | 1.7
Cc1cc(C(N)=O)nn1-c1c(Cl)cc(Cl)cc1Cl | 13 | 1 | 8 | -5 | 1 | 4 | -7 | -12 | -4 | 2.3
COc1ccc2oc(CS(=O)c3ccccc3)c(C(=O)O)c2c1 (stereo not drawn) | -9 | . | 11 | 0 | 0 | 1 | -2 | 14 | -2 | 1.1
[O-]/[N+](=C\c1ccncc1)c1ccccc1 | -14 | 29 | 0 | 1 | . | 2 | -3 | -11 | -1 | 1.6
COc1ccc(NC(=O)C23CCC(C)(C(=O)C2)C3(C)C)cc1 (stereo not drawn) | -10 | -3 | 0 | 2 | -3 | 2 | -4 | -15 | -1 | -1.2

Records above shown as hits in MITF act:
SMILES | SR-BI HDL uptake | MITF act | NSD2 inh | Wnt bcat act | dFosB act | PvdQ acylase | V-ATPase pH | CDK5 p35 inh
CCc1ccccc1OCC(=O)Nc1ccc2c(c1)OCCO2 | . | 90* | -2 | 2 | -9 | -4 | -1 | -3.1

New compounds follow:
SMILES | SR-BI HDL uptake | MITF act | NSD2 inh | HTR5A ag ctr | Wnt bcat act | dFosB act | HTR5A inv ag | PvdQ acylase | V-ATPase pH | CDK5 p35 inh
Cc1ccc(OCC(=O)NNC(=O)C(=O)NC(C)(C)C)cc1 | -59 | 9 | -2 | 4 | . | -3 | -15 | -6 | 0 | 1.0
CC1CCc2cc(F)ccc2N1C(=O)c1cccs1 (stereo not drawn) | 13 | -4 | -3 | -1 | 0 | 1 | -1 | -19 | -2 | -3.3
Cc1cc(/C=C(/C#N)c2nc3ccccc3[nH]2)c(C)n1-c1cccc([N+](=O)[O-])c1 | 63 | 5 | 1 | 4 | . | -2 | 2 | -6 | -1 | 1.5
Cc1ccc(C(=O)NCCc2nc3ccccc3[nH]2)cc1[N+](=O)[O-] | -6 | 9 | -1 | -1 | 0 | 6 | 5 | 16 | 0 | -0.9
CCCCN(C(=O)CSCc1ccc(C)cc1)c1c(N)n(Cc2ccccc2)c(=O)[nH]c1=O | 8 | 15 | 1 | 1 | -1 | 1 | -5 | -7 | -1 | -1.8
CC(C)(C)c1cc(=O)n(-c2ccccc2)[nH]1 | -8 | -4 | 3 | -2 | 28 | 0 | 11 | 0 | 2 | -1.0
Cc1c(C(=O)N2CCN(C(c3ccccc3)c3ccccc3)CC2)oc2ccccc12 | -3 | -4 | -4 | 6 | -4 | -3 | -16 | -10 | -1 | -0.8
O=C(NC1CC1)c1ccc(S(=O)(=O)NC2CCCCCC2)cc1 | 18 | . | -2 | 1 | . | -3 | -6 | -3 | 2 | 0.1
